# Assay outcomes: PubChem, The Scripps Research Institute Molecular Screening Center
# CHO-K1 Ca PAM: nonselective calcium activators in parental CHO-K1 cells, primary screen, counter-screen for M1 PAM project, cell-based, Fluo-8 calcium fluorescence, full deck, 1536-well | ATP EC20; 0% at ATP EC20, 100% at ATP max | activation, % at 3 µM | 0.02% of 360,000 active;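 active = activation above the run cutoff, the mean activation of all test compounds plus 3 SD, cut at about 40% in these data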;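 note: peak over basal fluorescence ratio in a 140 s read after ATP addition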
# OXTR potentiate: human OXTR potentiators, primary screen, fluorescence, CHO-OTR cells, Fluo-8 calcium. 0.061% of 320,000 active. Oxytocin receptor (Homo sapiens), P30559. AID 2445, 2010. Fluo-8 calcium fluorescence, potentiator mode; 0% = oxytocin EC15, 100% = EC100. activation, % at 3 µM;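 active = activation above that plate's cutoff, the mean activation of tested compounds plus 3 SD, cut at about 6.6% in these data, passing the limit was not always enough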;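 note: 100% uses oxytocin at 75 nM as the full agonist control; some results filed as inactive read as strong as hits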
#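 Assay system: CHO cell line stably expressing human OTR | Also added: Oxytocin at about EC15, sub-maximal agonist stimulus | Times: Compound 6 min at room temperature before oxytocin, 100 s read | Measured by: Fluo-8 intracellular calcium fluorescence, ex 470-495, em 515-575 nm | Controls: EC15 oxytocin alone as 0%, 75 nM oxytocin as 100%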
# V1aR counter: agonists of human V1a receptor, primary screen, counter-screen for OXTR agonist project, fluorescence, CHO-V1R cells | Vasopressin V1a receptor (Homo sapiens), P37288 | Fluo-8 calcium fluorescence, agonist mode; 0% DMSO, 100% 3 nM vasopressin | activation, % at 3 µM | 0.25% of 320,000 active;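 active = activation above the mean activation of all tested compounds plus 3 SD, per screening run, cut at about 20% in these data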;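 note: signal is peak over basal fluorescence ratio across a 100 second FLIPR read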
# CHO parental Ca: ATP-evoked calcium signal inhibitors, parental CHO, primary screen, counter-screen for OX1R antagonist project, cell-based, fluorescence, Fluo-8 calcium dye. parental CHO-K1, ATP-induced calcium, Fluo-8 fluorescence. inhibition, % at 5.6 µM. 0.63% of 330,000 active;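 active = inhibition above that plate's mean sample inhibition plus 3 SD, cut at about 26% in these data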;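 note: 0% = ATP-challenged DMSO wells and 100% = DMSO wells without ATP; some compounds past the cut are filed as inactive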
#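 Measured by: calcium-sensitive Fluo-8 fluorescence / Test system: CHO parental line / Controls: ATP-challenged DMSO wells low, unchallenged DMSO wells high / Measure: % inhibition / Compound: single nominal dose of 5.6 µM per compound / Replicates: single well per compound, no replicates / Reagent: ATP as calcium-mobilizing challenge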
# TAAR1 antag: human TAAR1 antagonists, primary screen, Fluo-8 calcium fluorescence, CHO RD-HGA16 cells | Trace amine-associated receptor 1 (Homo sapiens), Q96RJ0 | antagonist | AID 624466, 2012 | inhibition, % at 3 µM | 1.5% of 360,000 active;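 active = inhibition above a per-plate cutoff, the mean inhibition of test compounds on that plate plus 3 SD, cut at about 49% in these data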;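 note: 0% = DMSO plus EC80 beta-PEA response and 100% = DMSO alone without agonist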
# Target sequence (Q96RJ0 whole entry, looked up): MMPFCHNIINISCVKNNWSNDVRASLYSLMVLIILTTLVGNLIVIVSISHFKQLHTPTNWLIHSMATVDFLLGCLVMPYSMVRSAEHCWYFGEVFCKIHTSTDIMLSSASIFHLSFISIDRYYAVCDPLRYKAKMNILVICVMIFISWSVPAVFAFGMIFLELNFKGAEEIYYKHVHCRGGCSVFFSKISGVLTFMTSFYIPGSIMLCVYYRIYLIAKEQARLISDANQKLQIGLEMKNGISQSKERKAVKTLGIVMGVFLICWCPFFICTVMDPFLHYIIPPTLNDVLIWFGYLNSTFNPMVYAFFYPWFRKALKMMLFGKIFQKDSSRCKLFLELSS
#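 Test system: RD-HGA16 CHO cells with stable hTAAR1 and Gα16 / Probe or stimulus: EC80 β-phenethylamine stimulus / Times: seeding 17-24 h prior, 75-min 37 °C, 30-min RT dye loading / Detection: Fluo-8 calcium-sensitive fluorescence / Read-out basis: % inhibition scaled between DMSO and EC80 PEA controls / Repeats: singlicate, one well per test compound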
# CHRM1 agonist: human M1 muscarinic receptor agonists, primary screen, Fluo-8 calcium fluorescence, CHO-K1 cells, HTS; Muscarinic acetylcholine receptor M1 (Homo sapiens), P11229; CHO-K1 hM1, agonist mode; 0% DMSO, 100% acetylcholine EC100; activation, % at 3 µM; 0.33% of 360,000 active; AID 588814, 2011;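 active = activation above the run's mean compound activation plus 3 SD, cut at about 16% in these data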;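 note: peak over basal fluorescence ratio within a 140 s kinetic read after compound addition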
# Target sequence (P11229 whole entry, looked up): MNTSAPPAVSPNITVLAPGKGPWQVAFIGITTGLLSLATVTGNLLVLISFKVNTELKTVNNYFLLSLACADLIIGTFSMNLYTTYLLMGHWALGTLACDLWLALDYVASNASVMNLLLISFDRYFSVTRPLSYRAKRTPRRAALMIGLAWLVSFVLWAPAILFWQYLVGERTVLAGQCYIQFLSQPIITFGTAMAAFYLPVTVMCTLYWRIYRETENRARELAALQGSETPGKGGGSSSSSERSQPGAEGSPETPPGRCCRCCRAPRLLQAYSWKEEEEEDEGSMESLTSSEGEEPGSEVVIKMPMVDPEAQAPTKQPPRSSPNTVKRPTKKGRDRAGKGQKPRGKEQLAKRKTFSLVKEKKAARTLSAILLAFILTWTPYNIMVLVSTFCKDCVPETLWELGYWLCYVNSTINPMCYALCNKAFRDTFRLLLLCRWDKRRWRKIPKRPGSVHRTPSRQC
# TAAR1 ag: human TAAR1 agonists, primary screen, Fluo-8 calcium fluorescence, CHO RD-HGA16 cells; vehicle wells 0%, saturating PEA agonist 100%; AID 624467, 2012; 0.99% of 360,000 active; activation, % at 3 µM;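 active = activation above the mean activation of all test compounds in the run plus 3 SD, cut at about 38% in these data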
#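 Test system: RD-HGA16 (CHO) cells co-expressing Gα16 and hTAAR1 | Doses: Single dose, 3 µM | Schedule: 17-24 h seeding, 75 min 37 °C dye, 30 min RT | Evaluation: % activation from peak over basal fluorescence ratio, DMSO-to-PEA scaled | Technique: Kinetic Fluo-8 calcium fluorescence | Benchmarks: Low control DMSO, high control PEA (EC100)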
# CHO-K1 Ca antag: nonselective inhibitor or artifact in parental CHO-K1 cells; ATP-induced calcium, Fluo-8 fluorescence; inhibition, % at 3 µM; 0.6% of 360,000 active; AID 602250;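 active = inhibition above a per-plate cutoff, the plate's mean sample inhibition plus 3 SD, cut at about 24% in these data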;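 note: 0% = DMSO plus EC80 ATP and 100% = DMSO alone without ATP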
# CHO-K1 Ca ag: counter-screen for M1 agonists: effect in parental CHO-K1 cells | Fluo-8 calcium fluorescence; scaled to maximal ATP response, vehicle zero | activation, % at 3 µM | 0.48% of 360,000 active; in the data active = activation above about 15%;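 note: untransfected CHO-K1 host cells lacking M1 receptor as counterscreen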
# * hit, by the source's call; · = not tested or not shown.
structure,CHO-K1 Ca PAM,OXTR potentiate,V1aR counter,CHO parental Ca,TAAR1 antag,CHRM1 agonist,TAAR1 ag,CHO-K1 Ca antag,CHO-K1 Ca ag
CC(=O)Nc1ccc(S(=O)(=O)N2CCN=C2SCc2ccccc2C)cc1,-0.2,-12.8,11.9,-7.3,12.1,3.8,5.2,0.5,8.1
COc1ccc(CC(=O)Nc2cc(S(=O)(=O)N3CCCCC3)ccc2C)cc1,6.1,·,·,·,-21.9,-1.9,0.1,1.3,0.8
CCCOc1ccc(-c2csc3ncn(Cc4ccc(C(=O)O)cc4)c(=O)c23)cc1,21.3,-11.9,2.9,-13.8,-2.1,-4.3,5.3,-13.0,1.4
COc1ccc(S(=O)(=O)N2CCN(CCC(=O)Nc3ccc(F)cc3)CC2)cc1,2.2,-3.8,1.2,-15.0,-4.1,-4.7,0.6,-5.1,2.3
CC12CCC(C(=O)NCc3cccnc3)(OC1=O)C2(C)C (centres undefined),-5.5,-6.3,0.2,-8.6,3.8,-4.3,6.0,7.2,0.3
CSCCC(NS(=O)(=O)c1ccc(C)cc1)C(=O)N1CCCC1 (centres undefined),4.0,-8.0,1.4,-7.8,8.6,-4.8,0.2,7.5,-0.4
CC(C)COC(=O)CNc1n[nH]c(=S)[nH]c1=O,2.7,-6.2,1.1,4.5,-3.6,-3.5,3.6,-7.0,0.2
O=C(Nc1cccc(C(=O)N2CCOCC2)c1)c1ccccc1Br,3.5,1.1,1.1,0.2,-9.9,-2.2,3.6,-4.0,0.8
O=C1CN(C(=O)CSc2nc3ccccc3c(=O)n2CCCN2CCOCC2)c2ccccc2N1,4.1,0.1,-0.1,-18.3,-13.6,-6.0,1.8,-5.5,6.5
CC(=O)C1=C(C)NC(=O)NC1c1ccccc1 (centres undefined),6.6,-1.2,-0.1,7.3,-16.0,-3.6,17.5,7.6,0.1
N#CCc1nn2c(-c3ccccc3)ccnc2c1C#N,15.8,-8.3,4.1,-0.8,-5.1,-3.0,0.5,-7.8,0.9
O=C(COC(=O)c1c[nH]c(=O)[nH]c1=O)Nc1ccccc1Br,-10.2,0.1,1.1,0.6,-28.9,-1.9,-0.1,-11.5,-0.2
COc1ccc(C2c3cc(OC)c(OC)cc3CCN2C2CC(=O)N(c3ccccc3)C2=O)cc1OC (centres undefined),10.8,-6.5,0.9,-8.7,-13.4,-4.9,11.3,-7.2,0.4
O=C(CSc1nc(C(F)(F)F)cc(=O)[nH]1)N1CCCC1,19.1,-12.7,1.1,3.6,-21.2,-0.1,0.7,-17.8,0.8
O=C(Nc1ccc(Br)cc1)C1CCCN1S(=O)(=O)c1cccs1 (centres undefined),14.6,-16.4,6.9,0.6,8.2,0.8,2.4,-9.7,4.3
COc1ccc(-c2ccc(SCC(=O)NC3CCCC3)nn2)cc1,25.2,·,·,·,-30.2,-2.0,0.9,-10.8,1.6
CC(C)Sc1nc2ccccc2n1CC(=O)O,2.2,3.4,1.1,-13.3,11.6,-4.8,8.8,-2.6,-0.1
Cc1cc([N+](=O)[O-])nn1CC(=O)N1CCCc2ccccc21,19.8,1.9,-0.7,-12.9,-2.6,-4.0,3.5,-4.7,0.5
C[C@H](CO)N1C[C@H](C)[C@H](CN(C)C(=O)c2ccc(N3CCN(C)CC3)cc2)OCc2cnnn2CCCC1=O,8.1,·,·,·,-17.0,-8.8,5.6,-2.9,0.3
O=C(NCC(c1cccnc1)N1CCOCC1)c1cccs1 (centres undefined),-3.8,-9.3,1.6,-5.5,-13.1,0.9,15.8,18.8,-0.2
Cn1c(SC/C=C/c2ccccc2)nnc1-c1ccco1,-0.4,-3.6,0.7,-22.0,-6.2,-5.5,1.8,-8.4,-0.2
O=C1CCN(C(=O)c2ccccc2)c2ccccc21,8.0,·,·,·,0.6,-4.7,3.1,-9.8,0.6
N#CCCN(CCCN1CCOCC1)CN1C(=O)c2ccccc2C1=O,-8.0,·,·,·,-16.9,-0.7,1.2,3.0,-0.2
CC(C)(c1ccc(O)cc1)c1ccc(O)c(C(=O)O)c1,0.1,·,·,·,-8.4,-1.1,2.0,7.3,-0.4
Cn1cnc2c1c(=O)n(Cc1cccc(F)c1)c(=O)n2C,11.2,4.0,0.4,-2.0,6.1,-2.6,1.8,-5.6,0.7
O=C(Cc1cccs1)Nc1cccc(-c2nnc(-c3ccco3)o2)c1,3.9,-0.5,1.6,-26.6,24.1,-7.8,13.6,11.5,3.8
COC(=O)C1(C(F)(F)F)N=C(C(F)(F)F)Nc2ccc(Cl)cc21 (centres undefined),9.3,-0.4,-0.3,-28.3,-26.5,-7.5,-1.4,-5.4,0.8
O=C(CC1C(=O)NC2CCCCC2N1C(=O)c1ccc([N+](=O)[O-])cc1)Nc1ccccc1 (centres undefined),14.2,-3.7,0.1,-21.0,-0.3,2.9,3.3,-19.4,3.2
CS(=O)(=O)N1CCC(C(=O)NCc2ccc(F)cc2Cl)CC1,17.1,-1.6,-0.5,-10.5,-3.6,-3.3,5.0,-21.3,1.7
COc1ccc(S(=O)(=O)n2nc(OC(C)=O)cc2N)cc1,23.0,3.1,0.1,11.6,11.6,-3.8,9.7,-6.6,1.1

# Reprinted from the part before: 2 entries; new compounds follow.
structure,CHO-K1 Ca PAM,OXTR potentiate,V1aR counter,CHO parental Ca,TAAR1 antag,CHRM1 agonist,TAAR1 ag,CHO-K1 Ca antag,CHO-K1 Ca ag
CS(=O)(=O)N1CCC(C(=O)NCc2ccc(F)cc2Cl)CC1,17.1,-1.6,-0.5,-10.5,-3.6,-3.3,5.0,-21.3,1.7
COc1ccc(S(=O)(=O)n2nc(OC(C)=O)cc2N)cc1,23.0,3.1,0.1,11.6,11.6,-3.8,9.7,-6.6,1.1
CCOC(=O)c1cnc2cc(Cl)c(OC)cc2c1NCC1CCCO1 (centres undefined),21.9,-1.7,-1.2,-29.2,6.6,-5.5,5.5,-0.3,2.6
COc1cc(/C=C2\C(=N)N3N=C(S(C)(=O)=O)SC3=NC2=O)ccc1OC(=O)c1cccs1,-0.2,-7.6,0.9,-6.7,-24.8,-2.5,1.5,-10.4,-0.1
CCOC(=O)c1cccc(N2C(=O)C3C(C2=O)C2C=CC3C23CC3)c1 (centres undefined),12.7,-1.6,-1.2,-10.3,5.8,-4.3,0.0,-5.7,0.0
Cc1ccc(NC(=S)NCCc2ccc(Cl)cc2)c(C)c1,3.6,-3.9,0.0,-20.8,7.9,-9.5,10.8,0.1,1.4
O=C(Nc1ccc2c(c1)OCCO2)C(c1cc2ccccc2o1)N1CCC(Cc2ccccc2)CC1 (centres undefined),10.6,·,·,·,-8.8,-1.6,1.0,-28.9,0.9
Cc1cc(C)c2cc(CN(CCCO)S(=O)(=O)c3ccccc3F)c(=O)[nH]c2c1,6.3,-11.9,0.7,-18.2,-1.9,0.6,5.8,-9.4,3.5
Cn1c(=O)[nH]c(=O)c2c1nc(N1CCCCC1)n2CCOc1ccccc1,13.3,-7.3,0.0,-23.4,6.6,-2.8,4.2,-16.0,0.9
CC(OC(=O)c1ccccc1NCCO)C(=O)NCC(=O)Nc1ccc(F)c(F)c1F (centres undefined),-3.6,3.2,1.6,-19.7,-9.2,-2.5,0.7,-1.3,1.3
COc1ccc(CNS(=O)(=O)CCNCc2ccccc2OC)cc1,10.9,·,·,·,-8.2,-2.5,1.0,5.8,1.9
COc1cc(N(CCCn2cnc3c(SC)ncnc32)CCCn2cnc3c(SC)ncnc32)cc(OC)c1OC,7.7,·,·,·,-9.2,-0.7,2.8,0.5,0.4
O[C@@H]([C@H](O)[C@H](O)CBr)[C@H](O)CBr,16.0,-5.1,0.5,-0.8,-18.5,-0.6,1.4,-1.6,-0.4
Cc1ccc(CNC(=O)CN2C(=O)COc3ccc(S(=O)(=O)N4CCC(C)CC4)cc32)o1,16.7,-1.7,-0.6,-18.9,-17.6,-3.3,-1.1,-14.9,1.2
CC1(C)CC(=O)c2sc(NC(=O)C3COc4ccccc4O3)nc2C1 (centres undefined),24.3,-2.2,6.6,5.9,-19.6,-2.5,3.4,-3.9,2.6
Cc1c(NC(=O)/C(C#N)=C/c2cccs2)c(=O)n(-c2ccccc2)n1C,25.4,-10.5,-0.1,-6.3,3.4,-9.4,5.1,-5.8,0.7
COc1ccc(CNC(=O)c2ccccc2NC(=O)C2=C(C)OCCS2)cc1,-7.0,·,·,·,20.9,-2.2,5.0,16.6,2.1
O=C(Nn1c(-c2ccc(F)cc2)nc2ccccc2c1=O)c1cccnc1,13.8,-13.2,2.2,-4.6,17.9,-3.7,7.2,-6.9,0.0
O=C(COC(=O)C1=COCCO1)Nc1cc(S(=O)(=O)N2CCCCC2)ccc1Cl,16.5,1.1,1.5,-15.3,-3.9,-5.3,1.2,-16.2,2.1
CN1CCN(c2nc(-c3cc4ccccc4o3)cs2)CC1,19.3,-4.9,1.5,-5.6,2.1,-6.0,1.5,-4.3,0.3
CCOc1ccc(/C=N/O)cc1,-13.8,-10.6,-0.8,0.8,-11.9,-7.3,4.7,1.6,-0.5
O=C(NCc1ccc(F)cc1)N1CCN(S(=O)(=O)c2ccccc2F)CC1,-14.8,-3.4,2.7,-4.7,6.5,-2.2,-1.1,-11.8,3.3
CCCCCCCC(=O)N/N=C/c1cccnc1,9.6,2.5,-0.7,-15.0,-6.9,-2.6,3.1,-4.3,0.5
CC(=O)Nc1ccc(S(=O)(=O)Nc2ccc(Cl)nn2)cc1,17.0,3.3,0.1,-7.0,-3.6,-4.2,1.9,-5.1,0.3
